Screening data from PubChem BioAssay.
TCR CD3 inh = human TCR-CD3 binding inhibition; TAMRA-labeled TCR probe fluorescence, biochemical; inhibition, % at 9.4 µM; actives 0.37% (n = 360,000); in the data active = inhibition above about 19%;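 note: recombinant mutant TCR 2C K166C tagged with TAMRA read by polarization; 0% = receptor in buffer alone and 100% = receptor with positive control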
GC-B act = GC-B (human) receptor activation; HEK293-GC-B cells, CNP EC30, cGMP TR-FRET; 0% at EC30 CNP, 100% saturating CNP; P20594; AID 1920062; activation, % at 10 µM; actives 0.11% (n = 370,000);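 active = activation at 10 µM reaching about 35% in either raw or pattern-adjusted values, limit read from the data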
PRMT1 FP inh = PRMT1 (human) inhibition, primary screen; recombinant PRMT1, activity-based probe fluorescence polarization; inhibition, % at 2.79 µM; actives 1.3% (n = 370,000); AID 652257;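 active = inhibition above about 21% made by adding two undisclosed values, limit read from the data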
HTRA1 inh = blocks human HTRA1 serine peptidase | actives 0.5% (n = 340,000) | recombinant HTRA1, FP-rhodamine activity-based probe, fluorescence polarization | inhibition, % at 5.96 µM | Q92743; in the data active = inhibition above about 36%;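 note: 0% = enzyme with DMSO and 100% = wells lacking enzyme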
SIAE primary = inhibitors of human sialic acid acetylesterase SIAE. inhibition, % at 9.66 µM. Q9HAT2. AID 1053197. SIAE FP-Rh probe binding, fluorescence polarization. actives 0.69% (n = 370,000);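 active = inhibition above a cutoff: mean of compounds within the control limits plus 3 SD of those, cut at about 17% in these data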;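 note: 0% = plate median of compound wells and 100% = probe without SIAE protein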
ABHD4 inh = inhibitors of mouse ABHD4; purified mABHD4, FP-Rh probe fluorescence polarization; inhibition, % at 8.92 µM; actives 0.54% (n = 370,000);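 active = inhibition exceeding the mean over every tested compound plus 3 SD, cut at about 30% in these data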;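 note: 0% = plate median of compound wells and 100% = S159A mutant with DMSO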
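Assay system: wild-type mouse ABHD4 protein; compound: single nominal dose of 8.92 µM, 0.89% DMSO final; schedule: 45 min + 60 min at 25 °C; measured by: FP readout, ex 525 nm / em 598 nm; evaluation: % inhibition of FP-Rh probe binding versus controls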
UHRF1 binding = blocks human UHRF1 binding to methylated DNA. actives 0.75% (n = 370,000). UHRF1 binding to methylated oligo, TR-FRET. inhibition, % at 4.4 µM. Q96T88; in the data active = inhibition above about 21%;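 note: UHRF1 SRA domain binding a hemimethylated CpG hairpin DNA probe; 0% = median of test compound wells and 100% = reference inhibitor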
MBD2 inh = MBD2-methylated oligo binding inhibition | Q9UBB5 | TR-FRET, MBD2 binding to methylated oligonucleotide | inhibition, % at 4.4 µM | actives 0.31% (n = 370,000) | AID 686964; in the data active = inhibition above about 13%
GC-A act = GC-A (human) enzyme activation | P16066 | HEK293 GC-A cells, cGMP TR-FRET, EC30 ANP; 0% at EC30 ANP, 100% saturating ANP | activation, % at 10 µM | actives 0.14% (n = 370,000) | AID 1671463; in the data active = activation above about 40%
Target sequence (P16066 whole entry, looked up): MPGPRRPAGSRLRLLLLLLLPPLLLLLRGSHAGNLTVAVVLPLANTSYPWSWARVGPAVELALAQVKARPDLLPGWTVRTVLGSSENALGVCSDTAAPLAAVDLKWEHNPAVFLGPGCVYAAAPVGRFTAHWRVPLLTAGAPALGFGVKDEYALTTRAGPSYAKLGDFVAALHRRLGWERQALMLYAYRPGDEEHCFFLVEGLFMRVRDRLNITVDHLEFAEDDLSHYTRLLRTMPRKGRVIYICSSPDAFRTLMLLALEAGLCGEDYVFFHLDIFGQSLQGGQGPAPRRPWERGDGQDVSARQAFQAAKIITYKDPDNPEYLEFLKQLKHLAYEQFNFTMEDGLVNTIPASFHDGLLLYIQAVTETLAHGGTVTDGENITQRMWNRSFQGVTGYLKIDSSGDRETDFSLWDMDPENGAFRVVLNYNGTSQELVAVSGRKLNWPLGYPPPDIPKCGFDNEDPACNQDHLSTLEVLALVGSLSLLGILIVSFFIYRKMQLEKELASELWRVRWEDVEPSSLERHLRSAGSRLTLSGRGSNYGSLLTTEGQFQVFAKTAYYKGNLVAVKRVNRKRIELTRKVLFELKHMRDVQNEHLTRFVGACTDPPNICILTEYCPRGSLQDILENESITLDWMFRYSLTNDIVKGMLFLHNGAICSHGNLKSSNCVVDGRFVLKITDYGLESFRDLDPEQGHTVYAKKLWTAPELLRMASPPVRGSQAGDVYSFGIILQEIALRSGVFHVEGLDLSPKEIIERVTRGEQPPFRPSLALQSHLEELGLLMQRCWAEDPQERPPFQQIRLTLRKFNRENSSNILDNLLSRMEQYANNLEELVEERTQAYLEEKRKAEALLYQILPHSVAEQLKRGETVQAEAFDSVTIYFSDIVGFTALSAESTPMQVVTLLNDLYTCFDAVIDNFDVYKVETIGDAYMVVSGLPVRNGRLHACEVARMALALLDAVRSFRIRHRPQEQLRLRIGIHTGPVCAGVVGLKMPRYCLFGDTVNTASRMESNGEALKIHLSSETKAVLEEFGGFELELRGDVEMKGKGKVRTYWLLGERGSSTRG
rCAG binder = r(CAG) repeat RNA binding; actives 1.3% (n = 370,000); inhibition, % at 3 µM; TO-PRO-1 dye displacement fluorescence;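 active = inhibition above the plate cutoff, the mean of all test compounds on that plate plus 3 SD, cut at about 35% in these data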;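 note: 0% = DMSO alone and 100% = 100 µM mitoxantrone as full dye displacement; higher means more dye released from RNA so lower well fluorescence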
* marks the source's active call; other numbers are inactive results; . = no result given. These rows are one share of the data; count on the stated rates, not on these rows.

smiles | TCR CD3 inh | GC-B act | PRMT1 FP inh | HTRA1 inh | SIAE primary | ABHD4 inh | UHRF1 binding | MBD2 inh | GC-A act | rCAG binder
O=C(Nc1ccc(Cl)cc1)c1ccc(S(=O)(=O)N2CCOCC2)cc1 | -2 | 6 | 2 | -4 | -17 | -2 | 0 | 0 | 1 | 0
COc1cccc(OCc2cc(C(=O)N(C)C3CCOCC3)no2)c1 | 3 | -3 | 9 | -1 | 2 | -14 | 2 | 9 | 6 | -3
c1ccc2c(N3CCOCC3)c3c(nc2c1)CCC3 | 4 | 1 | 1 | -6 | 2 | 7 | 1 | -2 | 9 | -1
COc1ccc(S(=O)(=O)NNC(=O)c2cccs2)cc1 | 3 | 2 | -5 | -4 | 6 | -3 | -2 | -4 | 0 | 0
Cc1c(OCC(=O)N2CCC(C(=O)O)CC2)ccc2c3c(c(=O)oc12)CCC3 | -3 | -6 | -3 | 2 | -2 | 6 | -1 | 3 | 4 | 0
Cc1noc(C)c1C(=O)N1CCC(C(=O)c2ccc(F)cc2F)CC1 | -10 | 7 | 4 | 2 | -4 | 1 | 1 | 4 | 4 | -5
COc1ccc(-n2sc3c(c2=S)-c2cc(OC)ccc2NC3(C)C)cc1 | 2 | -10 | -1 | 9 | 13 | 6 | -4 | 0 | -1 | 7
OC1CCC(Nc2ccn3nc(-c4cccc(Cl)c4)cc3n2)CC1 (centres undefined) | -9 | -4 | 4 | . | -9 | -13 | 2 | -2 | 9 | 5
Cc1cc(NC(=O)CSCC(=O)N(C)Cc2ccc(Cl)cc2Cl)no1 | 1 | -4 | -3 | -8 | -1 | 0 | -1 | 0 | -4 | -7
Cc1ccc(CN(Cc2ccco2)C(=S)NCC(=O)NC2CC2)cc1 | 0 | 2 | 4 | -4 | 7 | -1 | 11 | 3 | 0 | 1
CC(=O)c1ccc(NC(=O)CN2C(=O)NC(C)(C3CCCCC3)C2=O)cc1 (centres undefined) | -1 | 0 | 4 | -2 | 0 | -4 | 0 | 6 | -1 | 4
O=C1CN(C(=O)NCC(=O)N[C@@H](Cc2ccccc2)C(=O)O)c2ccccc2N1 | 5 | -6 | 1 | -2 | 2 | 5 | 1 | -4 | 1 | 2
CCOC(=O)C1CCCN(C(=O)c2ccc(C)c(F)c2)CC1 (centres undefined) | -5 | 3 | -1 | . | 0 | 5 | -1 | -4 | 2 | 1
O=C(NC1CCCCN(Cc2ccc(Cl)cc2)C1=O)c1cccc2nsnc12 (centres undefined) | . | 2 | 3 | . | -5 | 2 | -1 | -2 | -5 | 5
Cc1cccc(NC(=O)NNC(=O)COc2ccc(Cl)cc2)c1 | 5 | 3 | 1 | 1 | -2 | 0 | 0 | 2 | 4 | 2
Cc1nonc1C1CCCN1Cc1cn[nH]c1-c1ccc2c(c1)OCO2 (centres undefined) | 2 | 3 | 1 | -2 | -2 | 2 | 1 | -2 | -1 | -3
CCOC(=O)C1=C(C(F)(F)F)Nc2ncnn2C1c1ccc(OC)c(OC)c1OC (centres undefined) | -3 | 0 | -1 | 6 | 1 | 3 | 1 | 1 | 1 | -1
COCCn1c(SCC(=O)c2ccc(CNC(C)=O)o2)nc2ccccc2c1=O | 10 | -6 | -1 | 0 | 0 | 9 | 1 | -2 | 2 | 2
CCOC(=O)c1c(C)oc2c(F)c(F)c(F)c(F)c2c1=O | 5 | 5 | 5 | 11 | -3 | 27 | 1 | 2 | 12 | 12
O=C(NC(Cc1c[nH]c2ccccc12)C(=O)N/N=C/c1cccnc1)c1cccs1 (centres undefined) | -3 | -1 | -1 | -5 | 5 | 4 | 0 | 0 | -1 | 3
COc1ccc(OC)c(N(CCN2C(=O)c3ccccc3C2=O)C(=O)C2CCC(=O)C2C)c1 (centres undefined) | 3 | -7 | 1 | -1 | 1 | 4 | -1 | -6 | -8 | 3
CC(=O)Nc1ccc(C=CC=Cc2cccc([N+](=O)[O-])c2)cc1 | -4 | -4 | 6 | -10 | -3 | -3 | -3 | -5 | 3 | 4
O=C(COC(=O)CNC(=O)c1ccc(Br)o1)Nc1ccc2c(c1)OCCO2 | -2 | -15 | -1 | -2 | 4 | -6 | -1 | 3 | 0 | 3
Cc1cccc(C)c1-n1c(C)nn(Cc2ccc([N+](=O)[O-])cc2)c1=O | 7 | 0 | -8 | 1 | -2 | 2 | 0 | 7 | 1 | -6
CCOc1ncccc1C(=O)Nc1cc(S(=O)(=O)N(CC)CC)ccc1N1CCOCC1 | -7 | 1 | 6 | 5 | 2 | 1 | 5 | -5 | 2 | 3
CC1(C)CC(=O)C2=C(C1)NC(=O)NC2c1ccc([N+](=O)[O-])cc1 (centres undefined) | -1 | 6 | 1 | -7 | -7 | -1 | 1 | 1 | 0 | 3
COC(=O)c1ccccc1OCCOc1ccccc1C(=O)OC | -12 | -14 | -1 | 0 | -2 | -2 | 0 | 2 | -10 | -7
O=C(CCC1CCN(Cc2ccc(C#CCCO)cc2)CC1)NC1CC1 | 3 | -7 | 0 | 4 | -4 | 4 | 1 | 0 | -1 | -4
COc1ccc(OC)c2sc(N(CCN(C)C)C(=O)c3cc(Cl)sc3Cl)nc12 | 15 | -21 | 2 | 6 | -2 | 3 | -3 | 1 | -38 | 0
CCOc1cc(/C=N\NC(=O)OC(C)(C)C)ccc1OC(=O)c1ccco1 | 0 | 5 | -3 | 0 | 1 | -14 | -4 | -1 | 3 | -7

Brought forward from above: 3 compounds; new compounds follow.
smiles | TCR CD3 inh | GC-B act | PRMT1 FP inh | HTRA1 inh | SIAE primary | ABHD4 inh | UHRF1 binding | MBD2 inh | GC-A act | rCAG binder
O=C(CCC1CCN(Cc2ccc(C#CCCO)cc2)CC1)NC1CC1 | 3 | -7 | 0 | 4 | -4 | 4 | 1 | 0 | -1 | -4
COc1ccc(OC)c2sc(N(CCN(C)C)C(=O)c3cc(Cl)sc3Cl)nc12 | 15 | -21 | 2 | 6 | -2 | 3 | -3 | 1 | -38 | 0
CCOc1cc(/C=N\NC(=O)OC(C)(C)C)ccc1OC(=O)c1ccco1 | 0 | 5 | -3 | 0 | 1 | -14 | -4 | -1 | 3 | -7
Cc1oc(C(C)(C)C)cc1C(N)=O | 4 | 1 | -5 | -1 | -2 | 0 | -3 | -2 | -3 | 1
CNC(=O)Nc1cccc(-c2ccnc(C)n2)c1 | -3 | -6 | 11 | 6 | -1 | -6 | 2 | 2 | -4 | 1
CC1(c2nnc(-c3ccncc3)o2)CC(c2ccc(F)cc2)=NO1 (centres undefined) | 7 | 4 | -1 | 9 | -7 | 4 | -2 | -1 | 2 | -1
O=C(C1CCCN(S(=O)(=O)Cc2ccccc2)C1)N1CCc2ccccc21 (centres undefined) | -5 | 0 | 1 | -2 | 0 | 2 | -4 | -1 | 1 | -5
Cc1ccc(C(=O)Nc2ncn[nH]2)cc1 | -7 | 2 | 6 | 4 | -1 | -7 | 2 | 5 | 2 | 0
Cc1ccc(N2CC(C(=O)N3CCOCC3)CC2=O)cc1Cl (centres undefined) | -7 | 7 | 0 | -9 | -2 | 2 | 3 | 2 | 2 | 0
CC1(C)CC2(CCO1)N1CC3(C)CN2CC(C)(C1)C3O (centres undefined) | 4 | 4 | 0 | 3 | -1 | -3 | -3 | 0 | 4 | 0
FC(F)Oc1ccccc1/C=N/Nc1nc2ccccc2o1 | -5 | -2 | 5 | 4 | 2 | 5 | -2 | -7 | 0 | 3
OCCNc1nc2nonc2nc1NCCO | -2 | 1 | -1 | 4 | -5 | 1 | -1 | 5 | 5 | -1
CC(C)n1cc(CN2CCC(n3nccc3NC(=O)C3CCCC3)CC2)cn1 | 7 | 0 | 2 | 7 | -3 | 4 | 0 | -4 | 0 | -3
COc1ccc(C(=O)COc2cccc(NC(=O)c3ccco3)c2)cc1 | -8 | 1 | 1 | -23 | -6 | -15 | 4 | 1 | 1 | 3
COc1cccc(C(=O)N2[C@H](COCc3ccccc3)C=CS2(=O)=O)c1 | 3 | -6 | -1 | . | -4 | -4 | 0 | -3 | 2 | 2
CCN(C(=O)c1ccc(NC(C)=O)cc1)c1ccccc1 | 5 | 4 | -4 | -4 | 0 | -4 | -2 | 0 | 1 | -2
O=C(CCc1ccccc1)NC(=S)Nc1cccc(Br)c1 | 8 | 0 | -3 | -41 | -10 | -17 | -1 | 3 | -1 | -1
CC(C)c1[nH]nc2c1C(c1cccnc1)C(C#N)=C(N)O2 (centres undefined) | 8 | 4 | -2 | -2 | -1 | 0 | -4 | -1 | 0 | 0
CCOC(=O)Cc1c(C)[nH]n(-c2ccccc2)c1=O | 5 | 9 | -9 | . | 5 | 5 | -7 | -7 | 5 | -1
Cc1nn(Cc2ccccc2)c(C)c1N | 3 | 2 | 1 | 8 | 6 | -8 | 3 | 6 | 3 | 1
Cc1ccc(S(=O)(=O)NCCCCCC(=O)Nc2ccccc2)cc1 | -1 | 4 | 1 | -1 | 3 | 7 | -2 | 10 | -1 | 6
O=C(CCC(=O)c1ccccc1)Nc1ccccc1 | 0 | 1 | -4 | . | -2 | -4 | 3 | 1 | 6 | 4
C#CCNC(=O)C[C@H]1C[C@@]2(C(=O)OC)C(=C[C@H](C(C)(C)C)O[C@@H]2C)N(Cc2cccc3ccccc23)C1=O | . | -14 | 0 | . | -3 | -7 | 0 | 3 | -12 | 4
CCCCN1C2CCCC1CC(NC(=O)c1cccc(OC)c1)C2 (centres undefined) | 5 | 1 | 0 | 2 | -5 | 5 | -1 | -2 | -2 | 0
COc1ccc2cc(C(=O)Nc3ccc(S(N)(=O)=O)cc3)sc(=O)c2c1OC | 1 | 0 | 2 | -27 | -51 | -58 | 1 | 6 | -7 | 18
CCN(CC)S(=O)(=O)c1ccc(C)c(NC(=S)NC2CCCCC2)c1 | -12 | 3 | 10 | -5 | -5 | -15 | 4 | 5 | -8 | -3
O=C(Cc1coc2ccc3ccccc3c12)Nc1nnc(C2CC2)s1 | 2 | -13 | 0 | -14 | -2 | -9 | -2 | 1 | -5 | 5
CCOCCCNC(=O)C1CCN(S(=O)(=O)N2CCCCC2)CC1 | 4 | -2 | -2 | 8 | 2 | 2 | 0 | 0 | -1 | -3
Cc1ccccc1NC(=O)Cn1nc(C(F)(F)F)cc1C1CC1 | 5 | 2 | -2 | 2 | -1 | -8 | 1 | 4 | 2 | -3
COc1ccccc1C(c1nnnn1C1CCCC1)N1CCN2CCCC2C1 (centres undefined) | 6 | -11 | -2 | 1 | 0 | 1 | -1 | -5 | -22 | -1
O=C(CN1C(=O)c2ccc([N+](=O)[O-])cc2C1=O)NCc1ccc(C(=O)O)cc1 | -3 | 4 | -1 | 5 | -30 | 19 | -2 | 2 | -3 | -1
CCOc1ccc2nc(NC(=O)C3CSC4(C)CCC(=O)N34)sc2c1 (centres undefined) | 2 | 1 | -2 | -7 | -1 | -3 | -4 | -2 | 3 | 6
CCN1CCN(C(=O)c2cn(CCOC)c(=O)c3c2c2ccccc2n3C)CC1 | -3 | -2 | 1 | 0 | 2 | 1 | -2 | 2 | -1 | 6
COc1ccc(CN2CCSCC2)c(OC)c1C | 0 | 0 | 4 | -4 | 1 | 7 | 1 | -2 | -4 | -5
NCCCC[C@H]1CNC(=S)N1CC1CCCCC1 | 1 | -3 | -4 | 3 | 11 | -1 | 3 | 9 | 1 | 3
